GlmU inhibition: inhibition of mycobacterial GlmU enzyme – biochemical, glucosamine-1-phosphate acetyltransferase (AID 1376) | M. tuberculosis GlmU acetyltransferase enzyme assay; higher % means a stronger effect | inhibition, %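 (tested at 30 µM in the primary screen)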, or IC50 in µM where a hit was titrated | actives 0.25% (n = 220,000); in the data active = inhibition above about 13%; inconclusive = no clear call, values can overlap the other calls;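 also: 0% = complete reaction with vehicle and 100% = reaction without substrate; strong numbers were not always called active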
Mtb RmlCD inh: blocks M. tuberculosis RmlC and RmlD coupled enzymes. P9WH09+P9WH11. RmlC+RmlD coupled enzyme assay, percent inhibition; primary screen in compound mixtures. actives 0.03% (n = 160,000). inhibition, % at 3.6 µM; in the data active = inhibition mostly above about 34%, no sharp cut-off; inconclusive = no clear call, values can overlap the other calls; inactive = mostly below about 22%; also: some results filed as inactive read as strong as hits
Target sequence (P9WH09 whole entry, looked up): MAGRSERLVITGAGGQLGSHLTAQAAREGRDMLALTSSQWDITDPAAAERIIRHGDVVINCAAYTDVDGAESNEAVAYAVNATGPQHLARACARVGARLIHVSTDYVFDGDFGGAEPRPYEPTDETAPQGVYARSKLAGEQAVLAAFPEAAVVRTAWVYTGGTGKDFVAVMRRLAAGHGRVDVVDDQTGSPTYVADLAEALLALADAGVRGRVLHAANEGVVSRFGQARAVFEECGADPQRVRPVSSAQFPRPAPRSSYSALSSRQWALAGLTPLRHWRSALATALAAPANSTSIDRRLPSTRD
Target sequence (P9WH11 whole entry, looked up): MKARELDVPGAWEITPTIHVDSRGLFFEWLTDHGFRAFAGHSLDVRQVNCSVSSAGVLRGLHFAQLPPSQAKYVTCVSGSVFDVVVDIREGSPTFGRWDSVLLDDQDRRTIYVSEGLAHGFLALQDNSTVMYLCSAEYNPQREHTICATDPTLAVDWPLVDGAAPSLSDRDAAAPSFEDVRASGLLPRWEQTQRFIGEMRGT
* hit, by the source's call; ? = inconclusive; · = not tested or not shown. An excerpt; the hit share may differ from the screen's.

SMILES	GlmU inhibition	Mtb RmlCD inh
Cc1ccc(S(=O)(=O)Nc2ccc(-c3nc4cc(NS(=O)(=O)c5ccc(C)cc5)ccc4o3)cc2)cc1	6.4%	-4
Cc1nn(C)c(N)c1-c1ccccc1	3.3%	-8
Cc1nnc(NC(=O)CC(NC(=O)C(F)(F)F)c2ccccc2)s1 (stereo unspecified)	0.4%	6
COc1ccc(OC)c(NC(=O)[C@H]2CC=CC[C@H]2C(=O)O)c1	-0.3%	-13
c1ccc2c(c1)CCCN2Cc1nnnn1C1CCCC1	-7.5%	8
N#CC(C#N)C(c1ccsc1)c1c(-c2ccccc2)[nH][nH]c1=O (stereo unspecified)	2.7%	·
CCCCNC(=O)c1ccc(-n2c(=S)[nH]c3ccccc3c2=O)cc1	2.1%	5
CSCCC(NC(=O)c1ccc([N+](=O)[O-])cc1Cl)C(=O)OCC(=O)NCC(F)(F)F (stereo unspecified)	-3.4%	-6
CSCCC(NC(=O)c1ccc([N+](=O)[O-])cc1Cl)C(=O)OCC(=O)NCCCc1ccccc1 (stereo unspecified)	3.1%	·
CCn1c(SCC(=O)NC(C)(C)C)nc(O)cc1=O	6.7%	·
CCOC(=O)C(NCCc1ccccc1F)(NC(C)=O)C(F)(F)F (stereo unspecified)	-5.2%	·
O=C(CN1C(=O)c2ccccc2S1(=O)=O)N1CCN(Cc2ccc3c(c2)OCO3)CC1	2.3%	·
CCCCC(CC)CNC(=O)CN(C)S(=O)(=O)c1cccc2nsnc12 (stereo unspecified)	-2.3%	-45
C=CCOc1ccc(C2OC34CCCCC3C(C#N)(C#N)C2(C#N)C(=N)O4)cc1 (stereo unspecified)	-3.2%	·
COc1ccc(N2CCN(C(CNC(=O)c3cccc(Cl)c3)c3cccnc3)CC2)cc1 (stereo unspecified)	-1.3%	3
CCOc1ccc(C2NC(=O)C(C#N)=C(S)N2c2cccc(C)c2)cc1OC (stereo unspecified)	3.9%	-3
Cc1nccn1CC(=O)N/N=C/c1c[nH]c2ccccc12	0.0%	-2
Cc1nn(Cc2ccccc2)c(Cl)c1C(=O)NCCc1ccc(Cl)cc1	0.1%	·
Cc1cc(C)nc(NS(=O)(=O)c2ccc(NC(=O)Cc3ccccc3)cc2)n1	-1.2%	5
Cc1c(C(=O)O)cc(C(C)(C)C)n1CCSCCO	-3.0%	-15
C/C(=C\C=C\c1ccccc1)C(=O)c1c(C)cc(C)[nH]c1=O	-0.9%	-6
CCn1c(SCC(=O)NCc2ccccc2)nnc1-c1cccnc1	-7.0%	51
O=C(CCS(=O)(=O)c1cc(Br)cc2c1N(C(=O)C1CC1)CC2)NCC1CCCO1 (stereo unspecified)	7.5%	-8
CC(C)(C)c1ccc(-c2nnc(SCC(=O)NC3CCS(=O)(=O)C3)n2N)cc1 (stereo unspecified)	2.1%	5
CCCOC(=O)C1=C(C)NC2=C(C(=O)CCC2)C1c1cccs1 (stereo unspecified)	-4.0%	·
CCNc1nc(N)nc(Oc2ccc(OCC)nn2)n1	-6.9%	-1
Cc1cc(C(C)(C)C)oc1C(=O)N(CC(=O)NC1CCCC1)Cc1ccc(Cl)cc1	-1.9%	4
O=C(Nc1ccccc1)C1CC(=O)N(C2CCCCC2)C1 (stereo unspecified)	-4.3%	18
O=C(Nc1ccc(N2CCN(C(=O)c3ccccc3)CC2)cc1)c1cc2ccccc2o1	-1.3%	20
Cc1ccc(-n2ncc3c(NCc4ccccc4)ncnc32)cc1	1.6%	-9
NC(=O)c1cc(-c2ccccc2)nc(Oc2ccccc2)n1	2.0%	10
O=C(Nc1ccc(Cl)cc1)NC1CCCCC1	-0.1%	·
COC(=O)c1cc2c(s1)-c1ccccc1CC2	1.8%	15
OC1C2CN3CCN(C2)CC1(Cc1ccccc1)C3 (stereo unspecified)	0.6%	·
CN1CCN(c2cc(C(F)(F)F)nc(-c3ccccn3)n2)CC1	-6.2%	-6
CCc1cc(-c2n[nH]c(=S)n2C(C)c2ccccc2)cs1 (stereo unspecified)	-2.3%	2
COC(=O)c1ccc(CN2CCN(CC=C(C)C)C(CCO)C2)cc1 (stereo unspecified)	4.8%	8
COc1cccc(CNC(=O)CSCc2cnn(-c3ccccc3)c2-n2cccc2)c1OC	-1.5%	·
Cc1cccc(NC(=O)c2ccccc2-c2ccccc2)c1	-5.1%	11
Cc1nn(Cc2cccc(C(=O)NC3CCCCC3)c2)c(C)c1Cl	·	15
Cc1ccc(-c2nc3ccccc3n2C)o1	2.4%	-12
C=CC(C)(C)c1c(O)c(CC=C(C)C)c(O)c2c(=O)c3ccc(O)c(O)c3oc12	1.8%	·
NC(=O)c1nsnc1-c1ccccc1O	1.0%	0
CN(C)C(=O)O/N=C(\N)COc1ccc(C(C)(C)C)cc1	2.4%	5
O=C(CS(=O)(=O)Cc1ccccc1)Nc1nc2c(s1)CCCC2	-0.4%	·

Seven entries picked at random from the list so far:
SMILES	GlmU inhibition	Mtb RmlCD inh
OC1C2CN3CCN(C2)CC1(Cc1ccccc1)C3 (stereo unspecified)	0.6%	·
Cc1cccc(NC(=O)c2ccccc2-c2ccccc2)c1	-5.1%	11
Cc1ccc(-c2nc3ccccc3n2C)o1	2.4%	-12
C=CC(C)(C)c1c(O)c(CC=C(C)C)c(O)c2c(=O)c3ccc(O)c(O)c3oc12	1.8%	·
COc1cccc(CNC(=O)CSCc2cnn(-c3ccccc3)c2-n2cccc2)c1OC	-1.5%	·
NC(=O)c1cc(-c2ccccc2)nc(Oc2ccccc2)n1	2.0%	10
O=C(CS(=O)(=O)Cc1ccccc1)Nc1nc2c(s1)CCCC2	-0.4%	·

(listing goes on)
SMILES	GlmU inhibition	Mtb RmlCD inh
CN1C2c3ccccc3C3C4c5ccccc5C(C31)C(C2[N+](=O)[O-])N4C (stereo unspecified)	-2.1%	0
c1ccc(CN2CCOCCOCCOCCOCCOCCOCC2)cc1	-4.8%	-4
Cc1cc(C)c(C(=O)COc2cccnc2[N+](=O)[O-])cc1C	6.6%	-11
CC(C)OC(=O)c1cccnc1SCc1cc(=O)n2ccccc2n1	0.3%	-1
COC(=O)c1c(NC(=O)Cc2ccccc2)sc(C)c1C	2.2%	·
COc1ccc(OC)c(S(=O)(=O)N2Cc3ccccc3CC2C(=O)O)c1 (stereo unspecified)	5.7%	2
Cc1ccccc1C(=O)N1CCN(C(c2ccccc2)c2ccccc2)CC1	-4.0%	·
CCCCn1c(CN2CCN(c3cccc(Cl)c3)CC2)nc2c1c(=O)n(C)c(=O)n2C	2.8%	·
O=C(CNS(=O)(=O)c1ccccc1)NNC(=O)C(Cl)Cl	-2.4%	17
COc1ccc(-c2nc(NC(=O)Cn3c(=O)oc4ccccc43)sc2C)cc1	-0.6%	-5
Cc1ccc(C)c(NC(=S)/C(=C(\[O-])c2ccc(OC(F)F)cc2)[n+]2ccccc2)c1	5.8%	-11
CCN(CC)c1ncnc2c1cnn2Cc1ccc(Cl)cc1	1.1%	-10
Nc1cccc(S(=O)(=O)Nc2ccccc2)c1	7.8%	5
CCN(CC)C(=O)Cn1c(=O)n(Cc2ccccc2Cl)c2c1c(=O)n(C)c(=O)n2C	3.6%	·
Cc1cc(Nc2ccccc2)n(-c2ccccc2)n1	-2.8%	9
COc1ccc(-c2ccc(OC)c([C@H]3[C@H]4C=CC[C@@H](C)[C@@H]4C(=O)N3Cc3ccccc3)c2)cc1	1.7%	·
COc1ccccc1C(=O)N1CCCN(C(=O)c2ccccc2OC)CC1	0.3%	·
CCOc1ccc(NC(=O)CSc2nnc(-c3ccccc3)n2N)cc1	-4.0%	10
NC(=O)c1ccccc1NC(=O)CCCN1C(=O)CCC1=O	-3.3%	-10
C#CCn1c(=NC(=O)c2ccc(Br)s2)sc2cc(NC(C)=O)ccc21	-2.6%	-9
Fc1ccc(-n2cc(CNCCc3ccncc3)c(-c3ccccc3Cl)n2)cc1	-4.0%	1
CC(Oc1ccc(Cl)cc1Cl)C(=O)N(C)c1ccccc1 (stereo unspecified)	1.6%	·
COc1cccc(/C=N/NC(=O)c2[nH]c(C)c(C(=O)N/N=C/c3cccc(OC)c3O)c2C)c1O	-3.0%	4
c1ccc(CN2CCOCCOCCOCC2)cc1	0.8%	5
O=C1S/C(=C\c2ccc(N3CCOCC3)o2)C(=O)N1Cc1ccc(F)cc1	-1.5%	·
Cc1c(CNC(=O)c2nn3c(c2Cl)NC(c2ccccc2)CC3C(F)(F)F)cnn1C (stereo unspecified)	-0.4%	·
Cc1nn(-c2ccccn2)c2c1C(c1ccccc1Cl)C1=C(N2)c2ccccc2C1=O (stereo unspecified)	-0.9%	2
CCn1cc(-c2cc(C(F)(F)F)n3nc(C(=O)O)cc3n2)c(C)n1	2.9%	·
CCn1c(=O)c([N+](=O)[O-])c(Cl)c2ccccc21	1.9%	-5
CCC(C)(C)NC(=O)/C=C/c1cc(OC)c(OC)c(S(=O)(=O)N2CCc3ccccc32)c1	2.8%	16

The closing three records of the part before open the next one.
SMILES	GlmU inhibition	Mtb RmlCD inh
CCn1cc(-c2cc(C(F)(F)F)n3nc(C(=O)O)cc3n2)c(C)n1	2.9%	·
CCn1c(=O)c([N+](=O)[O-])c(Cl)c2ccccc21	1.9%	-5
CCC(C)(C)NC(=O)/C=C/c1cc(OC)c(OC)c(S(=O)(=O)N2CCc3ccccc32)c1	2.8%	16
COc1ccc(N2C(=O)CC(Sc3n[nH]c(-c4ccc(C)cc4)n3)C2=O)cc1 (stereo unspecified)	-2.1%	6
CC(NC(=O)CN1CCC(C(N)=O)CC1)c1ccccc1 (stereo unspecified)	-0.6%	-4
CCCCCC(=O)c1c(C)[nH]c(C(=O)OCC)c1C	2.8%	·
CNC(=S)N1CC2CC(C1)c1cccc(=O)n1C2 (stereo unspecified)	1.2%	-16
CCOC(=O)c1cccnc1SC(CC)C(=O)N1CCOCC1 (stereo unspecified)	1.5%	·
O=C(Nc1cccc(F)c1)N1CCC(n2c(=O)[nH]c3ccccc32)CC1	-2.1%	-12
CCN(c1ccccc1)S(=O)(=O)c1ccc(Cl)c(NC(=O)COC(=O)c2ccc[n+]([O-])c2)c1	-3.4%	-10
CCn1c(=O)cc(OCC(=O)N2CCN(c3ccc(F)cc3)CC2)c2ccccc21	2.0%	4
CS/C(=C\C(=O)c1ccco1)Nc1ccccc1Cl	7.4%	10
CC(C)CCNC(=O)c1cccc(C(=O)NCCC(C)C)c1	1.1%	·
COC(=O)c1ccc(OC(=O)C2CC(=O)N(c3ccc(C)cc3C)C2)cc1 (stereo unspecified)	0.8%	·
Cc1ccc(C(=O)N2CCCC(C(=O)c3ccc(Oc4ccccc4)cc3)C2)cn1 (stereo unspecified)	0.0%	-3
C=CCN1C(=O)/C(=C/c2ccc(OCC(=O)O)cc2)S/C1=N/c1nccs1	4.0%	0
CCOc1ccccc1C(=O)Nc1nccs1	-2.2%	11
CC(=Nc1ccccc1C)C1=C(O)CSC1=O	-2.7%	·
CCOc1cc(C(=O)O)cc(Cl)c1OC	-3.9%	·
CC(=O)Nc1nc2n(n1)C(c1ccccc1)C=C(c1ccccc1)N2 (stereo unspecified)	-8.4%	6
Cn1c(SCC(=O)c2ccc(O)c(O)c2)nnc1-c1cccs1	6.1%	·
CC(=O)N1CCn2c3c(c(=O)c4cc(C)ccc42)CCC31 (stereo unspecified)	-1.1%	·
O=C(Oc1ccc(C(=S)N2CCC(O)CC2)cc1)c1ccc(Cl)cc1	-1.9%	14
COc1ccc2c(Cl)c(C(=O)NN)sc2c1	-2.6%	·
Cc1ccc(S(=O)(=O)Nc2ccc(N3CCCCC3)cc2)cc1	0.8%	·
CNC(=O)c1ccc(-c2ccc(Cl)c(Cl)c2)s1	-4.0%	1
O=C(Nc1cccc(Cl)c1)c1ccc(F)c(S(=O)(=O)NCc2ccc3c(c2)OCO3)c1	-1.5%	·
CC(C)Cn1c(S(=O)(=O)O)nc2ccccc21	2.5%	10
CCc1nc2cc(C)nn2c2nc3ccccc3n12	3.6%	-5
O=C(CCc1nc2ccccc2c(=O)[nH]1)NCc1ccccn1	4.7%	-1
CN(C)C(=O)C(NC(=O)c1ccccc1)=C(Cl)Cl	7.6%	-14
Cc1cc(=O)oc2cc(Oc3ncccc3[N+](=O)[O-])ccc12	3.6%	·
O=C(CCNS(=O)(=O)c1ccc(Br)s1)Nc1ccc(Cl)cc1	-5.7%	-9
CC(C)=NNc1nc(-c2ccc([N+](=O)[O-])cc2)cs1	2.5%	5
CCc1ccc2c(c1)C(=O)C(=O)N2CC(=O)Nc1ccc(NC(=O)c2ccccn2)cc1	5.6%	-12
CS(=O)(=O)N1N=C(c2ccccc2)CC1c1ccc2c(c1)OCO2 (stereo unspecified)	4.8%	-19
CCOC(=O)c1c(CN2CCCCC2)n(C)c2cc(Br)c(OC)cc12	2.0%	?
C=CCSc1nnc(NC(=O)c2nc(SCC)ncc2Cl)s1	3.1%	5
Nc1nc(SCC(=O)NC2CCCCCC2)[nH]c(=O)c1-c1ccccc1	3.0%	-6
COc1ccc(C(CC(=O)N2CCN(c3ccccc3)CC2)c2c(OC)cc(OC)c3c(-c4ccccc4)cc(=O)oc23)cc1 (stereo unspecified)	0.3%	-8
COc1cc(/C=C2/NC(=O)NC2=O)cc(Br)c1OCc1ccc(C(=O)O)cc1	2.4%	7
COc1ccc(NCc2nnc(SCc3ccccc3)n2-c2ccc(OC)cc2)cc1	3.1%	8

Screens deposited in PubChem by several laboratories.
